# Source: PubChem BioAssay
# hERG WT inh = KCNH2 (human, wildtype) channel inhibition. Q12809. U2OS, BacMam KCNH2, thallium flux FluxOr; stronger effect = lower value. activity change, % at 1.84 µM. hit rate 0.37% among 340,000;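 active means maximum activity change below -70%; inconclusive means maximum activity change between -70% and -50%; inactive means maximum activity change above -50%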; further: on the % scale 0 is the no-effect control and ±100 the full control effect
#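 U2OS cells transduced with wild-type KCNH2 virus are loaded with FluxOr dye for 45 min, and thallium flux is measured in kinetic reads before and after stimulation buffer. Rate constants are normalized to DMSO controls.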
# Mito fusion act = inhibitors of mitochondrial division or activators of mitochondrial fusion; AID 485298; Potency, µM (series often up to 46.1 µM), without a hit: at the top dose growth rescue (activation), usual class: activators; S. cerevisiae fusion-defective mutant growth rescue, CellTiterGlo 48 h; hit rate 0.23% among 320,000;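 further: potency means the concentration at half of the fitted maximal effect; % of control where 0% means no effect; nearly all actives have a fitted effect of over 45% in size; temperature-sensitive fusion mutants such as fzo1-1 at 37 °C on non-fermentable ethanol glycerol medium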
#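 Yeast fusion mutant, YPEG (non-fermentable carbon), compound, 48 h at 37C non-permissive; CellTiterGlo added, 10 min RT, luminescence read. Rescued growth = division inhibition.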
# TCR activator = T cell receptor activation; primary human leukocytes, anti-CD3, IL-2 HTRF, 48 h; Potency, µM (titrated, usually from 9.22 µM), inactives show at the top dose activation of IL-2 secretion, actives largely listed as activators; 330,000 tested, under 10 active; further: % of control where 0% means no effect
#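 IL-2 produced over 48 hr by a-CD3 bead-stimulated primary human leukocytes exposed to compounds was detected with a homogeneous time-resolved FRET immunoassay, 665nm acceptor signal after 320nm excitation.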
# AT treatment = potential ataxia-telangiectasia treatments restoring KAP-1 phosphorylation. […] A-T fibroblasts, KAP-1 phosphorylation AlphaLISA; neocarzinostatin DNA damage 30 min before lysis. Potency, µM (top dose mostly 57.5 µM), for inactives: at the top dose activation, most hits filed as activators. hit rate 0.19% among 320,000; further: potency means the concentration at half of the fitted maximal effect; % of control where 0% means no effect; nearly all actives have a fitted effect of over 45% in size
#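 ATM-like activity read as KAP-1 phosphorylation via AlphaLISA donor/acceptor antibody pairs after lysis and 6 hr at 25C. Cells were ATM-null patient fibroblasts ([…], hTERT), dosed 60 min, then exposed to the DSB inducer NCS for 30 min.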
# TSHR antag = human thyrotropin receptor antagonism | AID 504810 | hit rate 0.2% among 330,000 | activity change, negative = inhibition, % at 11.5 µM | P16473 | TSHR-expressing cells, TSH-stimulated cAMP HTRF, 2 h; stronger effect = lower value;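 active means activity change below a set negative limit, meaning inhibition stronger than a set level, cut at about -70% in these data; inconclusive means activity change between two set negative limits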; further: on the % scale 0 is the no-effect control and ±100 the full control effect
#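 Competitive HTRF cAMP read-out (cryptate anti-cAMP antibody, cAMP-d2; 30 min, room temperature) in freshly harvested TSHR cells. Compounds added before TSH at EC80 (4nM final), followed by 2 hours' incubation at 37 deg C.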
# USP2a inh = USP2a (human) protease inhibition. USP2 core, Ub-CHOP2 coupled fluorogenic reporter, 485/531. AID 463254. O75604. hit rate 0.01% among 330,000. Potency, µM (doses to about 38.3 µM), for the others: at the top dose activity change, negative = inhibition, usual class: inhibitors;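 further: potency means the concentration at half of the fitted maximal effect; plate controls were DMSO wells for no effect and full inhibition by NEM control for full effect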
#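 Cell-free coupled assay: 10nM USP2 core preincubated 30min RT with compound in Tris-HCl pH 8.0/CaCl2/CHAPS buffer, then 25nM Ub-CHOP2 and 25nM reporter substrate; fluorescence (Ex 485/Em 531) read after 60min RT, normalized to NEM inhibition, concentration-response curves fitted.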
# Eya2 inh = inhibitors of human Eya2 phosphatase activity; O00167; recombinant Eya2, OMFP fluorescence dephosphorylation (OMFP is methylfluorescein phosphate); Potency, µM (highest dose often 76.9 µM), for inactives: at the top dose activity, negative = inhibition, hits mostly inhibitors; hit rate 0.006% among 330,000; further: potency means the concentration at half of the fitted maximal effect; on the % scale 0 is the no-effect control and ±100 the full control effect
# Target sequence (O00167 whole entry, looked up): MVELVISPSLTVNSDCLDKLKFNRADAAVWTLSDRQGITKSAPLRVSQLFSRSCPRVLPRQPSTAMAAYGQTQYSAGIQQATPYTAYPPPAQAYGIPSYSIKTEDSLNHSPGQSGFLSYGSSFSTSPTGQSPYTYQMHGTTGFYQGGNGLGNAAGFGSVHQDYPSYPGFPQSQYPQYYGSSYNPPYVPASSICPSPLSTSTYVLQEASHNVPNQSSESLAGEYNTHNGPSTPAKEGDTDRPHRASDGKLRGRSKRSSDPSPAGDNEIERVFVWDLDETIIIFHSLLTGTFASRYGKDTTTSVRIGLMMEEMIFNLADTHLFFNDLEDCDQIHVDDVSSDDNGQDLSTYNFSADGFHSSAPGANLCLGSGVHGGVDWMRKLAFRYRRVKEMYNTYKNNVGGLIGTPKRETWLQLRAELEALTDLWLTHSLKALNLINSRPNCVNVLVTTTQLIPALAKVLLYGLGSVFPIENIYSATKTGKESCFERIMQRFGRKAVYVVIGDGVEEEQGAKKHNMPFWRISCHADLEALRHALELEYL
#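 Eya2 (0.2 uM) preincubated 10 min at ambient with compound, then OMFP substrate added at 50 uM; 10 min reaction in 50 mM HEPES pH 7.5, 50 mM NaCl, 5 uM MgCl2, 0.05% BSA, 1 mM DTT. Fluorescence read at Ex 485/Em 525 nm.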
# TRPV1 ag = agonists of human vanilloid receptor 1 (TRPV1); TRPV1-expressing cells, Fluo-8 calcium influx, agonist mode; activation, % at 8.33 µM; hit rate 0.19% among 320,000; Q8NER1; AID 540275; in the data active means activation above about 80%; inconclusive means between about 30% and that limit; further: 0% is about no effect
#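 Cells expressing TRPV1 were dye-loaded with Fluo-8 and read kinetically: 10 s baseline, 3 min after compound (agonist portion), then 2 min after EC20 capsaicin (allosteric enhancer portion). Calcium-bound dye fluorescence at 480/520 nm.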
# ELG1 DNA repair = inhibitors of ELG1-dependent DNA repair in HEK293T cells; AID 504467; HEK293T ELG1-luciferase reporter, luminescence, 16 h; DNA damage induced by 5-fluorouridine; hit rate 2.3% among 330,000; Potency, µM (series often up to 46.1 µM), for the others: at the top dose activity change, negative = inhibition, hits mostly inhibitors; further: potency means the concentration at half of the fitted maximal effect; on the % scale 0 is the no-effect control and ±100 the full control effect; nearly all actives have a fitted effect of over 55% in size
#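 Quantitative HTS, concentration-response format. 2,000 cells/well co-treated with 5-fluorouridine and compound, 16 hr in 5% CO2 at 37 °C; ONE-Glo luminescence read after 30 min.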
# KCNH2 3.1 inh = KCNH2 3.1 (human) potassium channel inhibition; AID 720553; activity change, % (tested at about 1.8 µM); hit rate 0.95% among 340,000; U2OS KCNH2 3.1, thallium flux FluxOr; stronger effect = lower value;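 active means maximum activity change below -70%; inconclusive means maximum activity change from -70% to -50%; inactive means maximum activity change above -50%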;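 further: thallium influx rate constant from kinetic fluorescence after stimulation buffer; on the % scale 0 is the no-effect control and ±100 the full control effect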
#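 We transduce U2OS cells with the mutant 3.1 virus, culture them overnight, load FluxOr with Red40 quencher for 45 min, then add stimulation buffer and read kinetically for 2 min to derive a normalized rate constant.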
# An asterisk follows results filed as active; ? = inconclusive; · = not tested or not shown; [ ] = remark or other dose. Unless noted, the call rests on the fitted dose curve; in most records, active means well fitted curve in the direction sought with a large enough effect; inconclusive means small, poorly fitted or top-dose-only effect, or another doubt; inactive means no such curve, though single readings can be large; an effect the other way counts as inactive or inconclusive. Some of the compounds tested; count on the stated rates, not on these rows.
SMILES,hERG WT inh,Mito fusion act,TCR activator,AT treatment,TSHR antag,USP2a inh,Eya2 inh,TRPV1 ag,ELG1 DNA repair,KCNH2 3.1 inh
O=C(CCN1CCN(CCO)CC1)Nc1cccc(Br)c1,5,-3%,3%,31%,4,0%,-10%,-3,0%,-10
COc1ccc(-c2nc(C#N)c(NC(C)C)o2)cc1,-20,5%,13%,10%,-7,0%,0%,17,?,3
Cc1cc(=O)[nH]c(N/N=C/c2c(C)nn(-c3ccccc3Cl)c2Cl)n1,-12,9%,·,-12%,2,1%,-26%,2,4%,8
N#C/C(=C\c1ccc(N2CCOCC2)o1)C(=O)Nc1ccc(O)cc1,-4,-6%,10%,-7%,-21,?,11%,0,?,5
O=C(COC(=O)c1ccc(Cl)c(S(=O)(=O)NCc2ccccc2)c1)NCC1CCCO1 (stereo not drawn),-4,-3%,-4%,24%,26,-1%,1%,1,11%,1
O=C(NCc1cccc(Cl)c1)c1cccc(S(=O)(=O)N2CCCC2)c1,4,5%,3%,12%,-27,0%,-3%,27,?,-12
CC(=O)NC(Cc1ccc(C)cc1)C(=O)NC1CCN(S(=O)(=O)c2ccccc2)CC1 (stereo not drawn),4,-3%,5%,6%,-3,2%,-2%,1,-3%,2
COc1cc(NC(=O)c2cccs2)c(OC)cc1NC(=O)CCn1nnc2ccccc21,30,3%,11%,11%,2,-1%,10%,-1,?,9
CN1C(=O)CCC(CCC(=O)O)(c2ccccc2O)C1=O (stereo not drawn),4,1%,3%,-9%,-4,2%,7%,0,10%,-5
COc1ccc(S(=O)(=O)Nc2ccccc2OC)cc1NC(=O)CC1CC2CCC1C2 (stereo not drawn),4,-9%,-11%[46.1 µM],-2%,-5,1%,-2%,-4,?,-7
CCn1ncc(S(=O)(=O)Nc2cc(Cl)ccc2C)c1C,26,0%,-1%,23%,3,-6%,-1%,1,-20%,0
Cc1nc2ccccn2c1-c1nnco1,-1,0%,2%,5%,-3,4%,12%,1,-6%,-5
Cc1ccc2c(c1)CCCN2C(=O)c1cc2ccccc2oc1=O,-15,2%,-1%,·,20,-1%,3%,?,-1%,5
CN(Cc1cc2ccccc2[nH]c1=O)S(C)(=O)=O,6,-2%,-1%,6%,-2,4%,10%,-1,?,-18
COc1ccc(-c2oc3ccccc3c2C(=O)OCc2ccc([N+](=O)[O-])cc2)cc1,-2,1%,-8%,2%,4,-1%,-3%,-4,?,1
COc1ccc(C2C=C(c3ccc(Br)cc3)Nc3nc(NS(C)(=O)=O)nn32)cc1 (stereo not drawn),·,-7%,·,18%,-4,?,23%,-5,9%,·
CCOCCCNC(=O)C(c1ccc(C)cc1)N(Cc1cccs1)C(=O)c1ccccc1O (stereo not drawn),-1,0%,-11%,7%,-2,1%,-29%,21,-8%,14
CC1(CCc2ccccc2)NC(=O)N(CC(=O)Nc2ccc3c(c2)OCCO3)C1=O (stereo not drawn),-4,0%,2%,15%,-7,-1%,2%,5,-6%,-28
S=C(NC1CCCCC1)N1CCc2ccccc2C1,4,8%,0%[46.1 µM],0%,-7,-1%,-2%,?,?,9
N#C/C(=C/Nc1ccccc1F)S(=O)(=O)c1ccc(Cl)cc1,3,-5%,-2%,11%,-27,1%,0%,-3,11%,0
CCC(=O)NC(C)C(c1cccs1)N1CCN(c2ccccc2)CC1 (stereo not drawn),23,1%,-6%,·,-11,1%,3%,-1,-1%,2
CC(=O)c1sc(=S)n(Cc2ccccc2)c1C,-8,13%,4%,-6%,4,-2%,7%,6,-5%,-2
CC(OC(=O)CN1C(=O)C2C3C=CC(C4CC34)C2C1=O)C(=O)c1ccccc1 (stereo not drawn),-12,-4%,-2%,0%,-4,1%,-6%,1,?,3
Cc1cc(C)cc(NC(=O)C2C3C=CC4(O3)C2C(=O)N(CCCN2CCCC2)C4C(=O)NC2CCCC(C)C2C)c1 (stereo not drawn),1,38%,-8%,32%,24,1%,11%,2,15%,-8
CC(C)OCCCNC1=C(Cl)C(=O)c2ccccc2C1=O,-5,2%,3%,-6%,24,-1%,-16%,-1,2%,2
CC(C)[C@H](NC(=O)NCc1cccs1)C(=O)O,-6,-1%,5%,2%,-1,0%,2%,0,-3%,-2
N/C(=N\OC(=O)COc1ccccc1Cl)c1ccccn1,5,0%,-2%[46.1 µM],7%,-4,1%,4%,0,?,2
CCOc1ccc(OCc2ccc(C(=O)OCc3ccccn3)o2)cc1,-12,0%,-5%,1%,9,-8%,4%,1,?,-5
CC(C(=O)Nc1nc(-c2ccc(F)c(F)c2)cs1)N1C(=O)C2CC=CCC2C1=O (stereo not drawn),31,6%,·,0%,-17,-1%,-7%,1,?,4
COc1cccc(-c2ccc(SCC(=O)N3CCN(c4ccccc4)CC3)nn2)c1,0,8%,-3%,-4%,-17,4%,6%,2,?,-7
NC(=O)Cn1c(=O)n(CC(=O)N2CCCCC2)c(=O)c2sccc21,-3,2%,1%,4%,0,4%,-2%,1,24%,-16
Cc1ccc(C)c(NC(=S)NCc2cccs2)c1,-2,0%,-8%[46.1 µM],10%,6,1%,-10%,?,1%,-2
Cc1nonc1NC(=O)OCCN1CCOC1=O,-10,3%,9%,-4%,-7,1%,3%,1,-3%,0
Cc1ccc(NC(=O)c2cccc3ccccc23)cc1,-1,4%,·,3%,-11,0%,-3%,16,?,-2
Cc1cc(=O)n2nc(N3CCC(C(=O)NC4CCCc5ccccc54)CC3)sc2n1 (stereo not drawn),7,-1%,14%,8%,-6,1%,-3%,1,-8%,-5
COc1ccc2c(c1)C(=O)CC(c1ccc(OC)c(OC)c1)O2 (stereo not drawn),-2,2%,8%,3%,-14,1%,3%,1,-11%,3
CC(=O)NC1=NN(C(C)=O)C(C)(c2ccc3ccccc3c2)S1 (stereo not drawn),8,0%,3%[46.1 µM],·,24,0%,-1%,-8,-2%,9
COc1cc(/C=N/n2cnc3scc(-c4cccs4)c3c2=O)cc(OC)c1OC,27,-7%,1%[46.1 µM],2%,-8,1%,-18%,-1,?,8
O=C(O)c1ccc(-n2nc(C(F)(F)F)cc2-c2cccs2)cc1,-6,?,5%,9%,15,5%,8%,10,-2%,-8
NS(=O)(=O)c1ccc(NC(=O)COC(=O)CCNC(=O)NC23CC4CC(CC(C4)C2)C3)cc1,11,3%,-3%,1%,-2,3%,1%,13,5%,11

# A section of the results above, for reference:
SMILES,hERG WT inh,Mito fusion act,TCR activator,AT treatment,TSHR antag,USP2a inh,Eya2 inh,TRPV1 ag,ELG1 DNA repair,KCNH2 3.1 inh
O=C(CCN1CCN(CCO)CC1)Nc1cccc(Br)c1,5,-3%,3%,31%,4,0%,-10%,-3,0%,-10
COc1ccc(-c2nc(C#N)c(NC(C)C)o2)cc1,-20,5%,13%,10%,-7,0%,0%,17,?,3

# (next part)
SMILES,hERG WT inh,Mito fusion act,TCR activator,AT treatment,TSHR antag,USP2a inh,Eya2 inh,TRPV1 ag,ELG1 DNA repair,KCNH2 3.1 inh
Cc1ccc(S(=O)(=O)N(CC(=O)Nc2cccc([N+](=O)[O-])c2)C2CCCCC2)cc1,-1,3%,0%,-3%,11,3%,13%,27,-6%,-18
COc1ccccc1C(=O)C1CCCN(C(=O)c2ccccc2Cl)C1 (stereo not drawn),28,1%,7%,-6%,-18,3%,-1%,3,-2%,15
CCc1cc(=O)oc2c(CN3CCN(C)CC3)c(O)c(Cl)cc12,1,0%,-4%,·,0,1%,3%,0,-19%,10
CCN1CCN(C(=O)c2ccc(Cn3c(=O)[nH]c4cc(OC)c(OC)cc4c3=O)cc2)CC1,-5,1%,0%,·,0,4%,-5%,-7,0%,-10
Cc1ccccc1C(=O)O[C@H]1[C@H](Cc2ccccc2)NS(=O)(=O)[C@H]2CC3C=C[C@]12O3,-19,·,-4%,3%,10,0%,-15%,·,?,15
COc1ccc(N(CC(=O)NCc2cccs2)S(=O)(=O)c2cccnc2)cc1,-2,2%,12%,-5%,7,3%,-1%,·,-1%,2
CCCSC(=O)N(CC)CC(=O)Nc1c(CC)cccc1CC,-3,1%,5%,3%,0,0%,8%,17,10%,-4
CC1=NN(Cc2ccccc2)C(=O)C1C(c1ccccc1)C(C#N)C#N (stereo not drawn),·,-1%,5%,·,7,-1%,-5%,2,?,·
COc1ccc(CCNc2cc(N3CCN(C(=O)c4ccc(C)cc4)CC3)ccc2[N+](=O)[O-])cc1OC,·,-4%,6%[46.1 µM],1%,1,3%,-2%,0,2.1µM*,·
COc1ccc(CNC(=O)C2CCN(S(=O)(=O)N3CCCCC3)CC2)cc1,-29,0%,5%,2%,-2,0%,0%,-2,0%,-2
CC(Sc1nnc(C2CC2)n1C1CC1)C(=O)c1ccc(Br)cc1 (stereo not drawn),0,20%,-11%,2%,7,1%,-17%,24,1%,9
CCN(CC(=O)O)S(=O)(=O)c1cc(Cl)ccc1Cl,-11,-4%,-1%,12%,-3,-1%,13%,-2,19%,3
